MPTP block – permeability transition pore inhibition | inhibition, % at 10 µM | AID 602449 | isolated mouse mitochondria, Ca2+ swelling absorbance, 30 min | 1.4% of 360,000 active;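 active = inhibition of 50% or more, scaled per plate between neutral and stimulator controls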;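 also: 0% = DMSO wells given calcium and 100% = 1 mM EGTA wells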
APJ ag – APJ receptor agonism. 0.11% of 330,000 active. CHO-K1 APJ PathHunter beta-arrestin, luminescence; 0% DMSO wells, 100% apelin. activation, % at 20 µM. P35414;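 active = activation more than six SD over the plate average, tested at 20 µM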;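 also: 0% = DMSO alone and 100% = apelin-13 at 10 nM; some results filed as inactive read as strong as hits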
Target sequence (P35414 whole entry, looked up): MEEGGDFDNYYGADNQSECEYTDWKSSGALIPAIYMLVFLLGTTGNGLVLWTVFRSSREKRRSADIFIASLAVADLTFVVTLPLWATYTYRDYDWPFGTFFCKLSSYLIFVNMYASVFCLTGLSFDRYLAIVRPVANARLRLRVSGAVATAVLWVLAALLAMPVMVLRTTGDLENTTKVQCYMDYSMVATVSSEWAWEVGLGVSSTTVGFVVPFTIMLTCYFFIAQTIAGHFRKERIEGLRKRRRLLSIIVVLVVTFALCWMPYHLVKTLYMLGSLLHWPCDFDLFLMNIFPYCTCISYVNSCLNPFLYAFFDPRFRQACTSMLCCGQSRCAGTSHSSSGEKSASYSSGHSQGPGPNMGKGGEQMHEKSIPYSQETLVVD
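Material: engineered CHO-K1 APJ arrestin reporter cells; amount: 1000 CHO-K1 reporter cells seeded per well; incubation: compound stimulation 90 min at 25 °C, detection 60 min; signal: luminescent beta-gal fragment complementation, chemiluminescent substrate; read-out basis: APJ agonist activity; controls: DMSO-only wells as negative, 10 nM Apelin-13 as positive control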
TIM10 inh – TIM10 yeast growth inhibition; S. cerevisiae TIM10 strain growth, BacTiter-Glo luminescence, 24 h; inhibition, % at 10 µM; 1.4% of 330,000 active;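 active = inhibition of 40% or more at the single tested concentration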;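 also: wild-type TIM10 isogenic control strain grown at permissive 25 °C; 0% = DMSO yeast wells and 100% = minimal medium wells without yeast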
APJ antagonist – APJ receptor antagonism; P35414; CHO-K1 APJ beta-arrestin complementation, luminescence; inhibition, % at 20 µM; 0.32% of 330,000 active;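 active = inhibition above about 40% at 20 µM, limit read from the data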;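 also: cells challenged with 10 nM apelin-13 agonist together with compound; plate controls were apelin-13 plus DMSO wells for no effect and DMSO wells lacking apelin-13 for full effect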
tim10-1 inh – tim10-1 yeast growth inhibition; S. cerevisiae tim10-1 ts strain growth, BacTiter-Glo, 24 h; inhibition, % at 20 µM; 2.2% of 330,000 active; AID 463190;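 active = inhibition of at least 40%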;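 also: mutant grown at 25 °C; 0% = DMSO wells with yeast and 100% = wells holding no yeast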
beta cell repl – inducers of beta-cell replication in MIN6 cells; proliferation, % at 10 µM; MIN6 cells proliferation, ATPlite luminescence, 48 h; cells starved in 0.2% serum; 100% = growth in 10% serum; AID 2380; 0.29% of 330,000 active;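 active = compounds whose signal lies at least 3.5 SD above the mean of all wells on their plate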;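 also: 0% = DMSO-treated cells in low-serum medium and 100% = 10% serum control; some compounds called inactive have numbers as strong as hits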
GRIN3A LBD mod – NR3A (human) ligand-binding domain modulation | NR3A LBD differential scanning fluorimetry, Tm shift; 0% = protein alone, 100% = glycine-bound protein | Tm shift relative to glycine control, % at 25 µM | 2.5% of 340,000 active | AID 1259313;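 active = melting temperature shift of at least 10% of the positive control shift, at one fixed dose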
NALP3 yeast inh – blocks the NALP3 inflammasome reconstituted in yeast; 0.39% of 330,000 active; inhibition, % at 10 µM; AID 2825; Yeast reconstituted NLRP3/ASC/caspase-1, beta-gal luminescence, 24 h;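 active = inhibition of 50% or more; inactive = inhibition below 50%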;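 also: plate controls were induced DMSO wells for no effect and uninduced yeast grown without galactose for full effect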
tim23-1 inh – inhibits growth of tim23-1 mutant yeast | inhibition, % at 20 µM | S. cerevisiae tim23-1 growth, BacTiter-Glo luminescence, 24 h | AID 463212 | 1.3% of 330,000 active;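 active = growth inhibition of the mutant yeast at or above 50%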;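 also: temperature-sensitive mutant grown at 25 °C; plate controls were DMSO-treated mutant yeast for no effect and medium wells lacking yeast for full effect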
The depositor's hits bear a star; · = no result given.

(1) O=C(O)c1ccc(N2CCN(C(c3ccccc3)c3ccccc3)CC2)c([N+](=O)[O-])c1
(2) CCN(CC)S(=O)(=O)c1ccc(O)c(C(=O)OCC(=O)N2c3ccccc3CC2C)c1 (centres undefined)
(3) CC(C)(C)C(=O)NCCc1nc2ccccc2n1CC(=O)c1ccc(Cl)cc1
(4) COC(=O)c1ccc(NC(=O)Nc2ccc([N+](=O)[O-])cc2)cc1
(5) O=C(CN1CCN(C(=O)c2c(F)cccc2F)CC1)Nc1ccccc1C(F)(F)F
(6) C=CCNC(=O)COC(=O)c1ccc(Cl)c(S(=O)(=O)N(Cc2ccccc2)c2ccccc2)c1
(7) CCOc1ccc(OCC(=O)OC(C)C(=O)NC2CCCC2)cc1 (centres undefined)
(8) COc1ccc(C2c3ccc4ccccc4c3Oc3ncn(CCN(C)C)c(=N)c32)cc1 (centres undefined)
(9) Cc1ccc(C(=O)Nc2ccc(S(=O)(=O)N3CCN(C)CC3)cc2)o1
(10) CN(C(=O)Nc1cnc2ccccc2c1)c1ccccc1
entry no.	1	2	3	4	5	6	7	8	9	10
MPTP block	1.4	2.4	-0.6	94*	-0.3	17	1.7	-2.6	-0.2	1.7
APJ ag	-5	-4	-2	-5	-1	-1	-1	-1	-5	-3
TIM10 inh	20	8	4	-21	-17	31	6	12	3	30
APJ antagonist	19	11	-3	1	-10	15	12	20	2	11
tim10-1 inh	8	14	6	-15	-19	34	6	11	13	-16
beta cell repl	-1	-2	-2	-5	-1	2	-5	-7	-1	-3
GRIN3A LBD mod	0	-4	-4	34*	1	-7	2	-10	-2	1
NALP3 yeast inh	32	-1	-7	27	15	22	11	20	-2	20
tim23-1 inh	8	21	15	-14	-29	31	13	-6	4	37

Entries above that have a halogen:
(3) CC(C)(C)C(=O)NCCc1nc2ccccc2n1CC(=O)c1ccc(Cl)cc1
(5) O=C(CN1CCN(C(=O)c2c(F)cccc2F)CC1)Nc1ccccc1C(F)(F)F
(6) C=CCNC(=O)COC(=O)c1ccc(Cl)c(S(=O)(=O)N(Cc2ccccc2)c2ccccc2)c1
entry no.	3	5	6
MPTP block	-0.6	-0.3	17
APJ ag	-2	-1	-1
TIM10 inh	4	-17	31
APJ antagonist	-3	-10	15
tim10-1 inh	6	-19	34
beta cell repl	-2	-1	2
GRIN3A LBD mod	-4	1	-7
NALP3 yeast inh	-7	15	22
tim23-1 inh	15	-29	31

(continued)
(11) CCCc1nc2sc3c(c2c(=O)n1N)CCC3
(12) Cc1nn(Cc2ccccc2)c2c1C(c1ccncc1)C(C#N)=C(N)O2 (centres undefined)
(13) Cc1nc(C(=O)O)cc2c1[nH]c1ccccc12
(14) O=C(O)c1ccccc1C(=O)NCc1cccnc1
(15) COc1ccc(S(=O)(=O)N2CCC(C(=O)NCc3ccncc3)CC2)cc1Cl
(16) CCC(Cc1ccccc1)NC(=O)C1=C(C)C(=O)OC12CCC(C)CC2 (centres undefined)
(17) Cc1nn(Cc2ccc(C(=O)NN)cc2)c(C)c1Cl
(18) CCNc1nc(NCC)nc(OCCOC(=O)Nc2ccccc2)n1
(19) c1ccc(CN2CCN(c3nc(-c4ccccc4)nc(-n4ccnc4)n3)CC2)cc1
(20) Cc1ccc(F)cc1NC(=O)COC(=O)COc1ccc(C#N)cc1
entry no.	11	12	13	14	15	16	17	18	19	20
MPTP block	-5.7	·	-0.2	-0.4	-1.2	3.2	-1.8	20	3.5	-0.8
APJ ag	-3	-1	-3	-2	0	-2	6	-1	-1	6
TIM10 inh	9	4	-1	5	-5	22	1	4	30	8
APJ antagonist	25	2	2	4	-30	6	-9	-9	1	15
tim10-1 inh	-2	23	-24	4	8	26	19	12	32	0
beta cell repl	-4	0	-4	0	-2	7.7*	-3	0	-6	9
GRIN3A LBD mod	-1	0	-2	0	-2	0	-1	-1	-4	0
NALP3 yeast inh	33	11	7	1	17	-17	9	-6	-1	34
tim23-1 inh	2	27	3	14	10	10	36	19	26	13

(21) O=c1[nH][nH]c2cc(=O)n(-c3cccc(C(F)(F)F)c3)nc12
(22) COc1ccc(NC(=O)C(OC(=O)c2cnc(C)cn2)c2ccccc2)cc1Cl (centres undefined)
(23) Cn1c(Cc2cccs2)nnc1SCc1nc2ccccc2[nH]1
(24) Cc1ccc(N(C(=O)c2csnn2)C(C(=O)NC(C)(C)C)c2cccnc2)cc1 (centres undefined)
(25) COC(=O)c1c(C(=O)OC)c(C)n(Cc2cccnc2)c1C
(26) COc1ccc(NC(=O)CN2CCN(S(=O)(=O)N(C)C)CC2)cc1
(27) COc1ccc(NC(=O)Nc2sc(NS(=O)(=O)c3ccccc3)nc2C)cc1
(28) CN(C)S(=O)(=O)c1ccc(Cl)c(NC(=O)COC(=O)CN2C(=O)NC(C)(C)C2=O)c1
(29) c1ccc(CCn2nnc3ccccc32)cc1
(30) CCOC(=O)CN(C(=O)COc1nc(-c2ccccc2)cc(C)c1C#N)c1ccc(C)cc1
entry no.	21	22	23	24	25	26	27	28	29	30
MPTP block	1.0	0.8	-0.3	-0.1	-1.7	-0.6	-0.1	0.3	0.8	4.2
APJ ag	-4	4	0	-1	0	-1	1	1	-4	-2
TIM10 inh	16	8	-12	5	6	-3	7	-21	-10	30
APJ antagonist	3	4	3	7	3	4	-44	-1	4	13
tim10-1 inh	3	14	-3	-3	7	-3	-1	12	-6	5
beta cell repl	5	-2	-4	-1	1	-1	-3	0	-3	-4
GRIN3A LBD mod	-6	-3	1	0	-1	-1	1	-1	-1	0
NALP3 yeast inh	10	-4	0	9	-3	18	16	6	7	6
tim23-1 inh	10	29	-2	21	9	1	-4	0	11	18

(31) O=C1CSC(=O)N1CC(O)COc1ccc(Cl)cc1 (centres undefined)
(32) O=C(Nc1ccccc1)c1cccc(=O)o1
(33) Cc1nc(C)c(-c2csc(N)n2)s1
(34) COc1ccccc1C(=O)Nn1c(C)nc2ccccc2c1=O
(35) Cc1nc(-c2ccc(F)cc2)c(CC(=O)N2CCN(S(=O)(=O)c3cccc(F)c3)CC2)s1
(36) c1ccc(C2CN3CCSC3=N2)cc1 (centres undefined)
(37) Cc1c(Cl)c([N+](=O)[O-])nn1CC(=O)NCCCN1CCOCC1
(38) COc1ccc(Cn2c(C)nc([N+](=O)[O-])c2SCC(=O)O)cc1[N+](=O)[O-]
(39) COc1ccc(NC(=S)NNC(=O)c2cccnc2)cc1OC
(40) NC(=O)c1ccc(N2CCN(S(=O)(=O)c3cccs3)CC2)c([N+](=O)[O-])c1
entry no.	31	32	33	34	35	36	37	38	39	40
MPTP block	0.7	-2.7	0.6	-0.1	-0.7	3.0	-1.0	-0.5	-1.4	0.3
APJ ag	-4	-4	-3	-2	12	4	-4	-1	-3	2
TIM10 inh	-7	-6	-6	-3	-2	1	6	-10	3	5
APJ antagonist	7	-17	13	-12	20	-11	6	7	18	3
tim10-1 inh	-1	6	24	-6	3	10	-6	3	-21	-3
beta cell repl	-2	-1	-2	-2	0	6	-2	-4	2	-5
GRIN3A LBD mod	-1	1	-2	-2	0	-1	-1	1	-2	-1
NALP3 yeast inh	15	10	-3	10	-3	22	8	23	17	11
tim23-1 inh	5	2	16	6	5	4	-5	55*	-23	-5

(41) COc1cnn(-c2ccccc2)c(=O)c1N(C)C
(42) O=C(CCc1ccccc1)NCCCN1CCOCC1
(43) NS(=O)(=O)c1ccc(CNC(=O)c2ccc(Cl)cc2[N+](=O)[O-])cc1
(44) COc1ccc(NC(C)=O)cc1S(=O)(=O)Nc1ccc2c(c1)OCCO2
(45) N#Cc1ccc(OCC(=O)Nc2ccc3[nH]c(=O)[nH]c3c2)cc1
(46) O=C(COC(=O)C1COc2ccccc2O1)NC1CCS(=O)(=O)C1 (centres undefined)
(47) CCOc1ccc(NC(=O)C/C(C)=N/NC(=O)Cc2ccc(Cl)cc2)cc1
(48) Cc1csc(NC(=O)c2cccn2C)n1
(49) COc1c(F)c(F)c(C(=O)O)c(Nc2ccccc2)c1F
(50) COc1ccc(NC(=O)Nc2nnc(-c3ccccc3F)s2)cc1
entry no.	41	42	43	44	45	46	47	48	49	50
MPTP block	-0.4	0.0	-0.2	0.2	-0.8	-0.8	1.7	-2.0	0.2	2.2
APJ ag	-3	0	1	-3	-1	-1	1	3	0	-4
TIM10 inh	2	-16	-6	-3	-5	-7	10	8	-15	6
APJ antagonist	6	16	-12	4	7	-13	-8	12	-3	-7
tim10-1 inh	-8	6	11	-8	-6	0	-14	2	12	-1
beta cell repl	0	-1	2	7.9*	1	-2	-1	-2	-1	0
GRIN3A LBD mod	4	0	-1	-1	1	0	-2	·	2	7
NALP3 yeast inh	-5	-2	-7	1	10	8	-7	20	14	6
tim23-1 inh	4	2	17	2	-7	6	9	15	-6	9

(51) O=C(CS(=O)(=O)Cc1ccccc1)Nc1cccnc1
(52) O=c1[nH][nH]cc1C=Nc1ccccc1O
(53) CCOc1ccccc1Nc1ncnc2ccccc12
(54) CC(C)(C)C(=O)OC/C(N)=N/OC(=O)c1ccc(Cl)c(Cl)c1
(55) CCOC(=O)CC1C(=O)NCCN1C(=O)c1cccc(OC)c1 (centres undefined)
(56) c1ccc2c(c1)ncn2CCN1CCCCC1
(57) Cc1cc(C)cc(NC(=O)c2cc3c(=O)n4ccccc4nc3s2)c1
(58) CC(C)Cn1c(SCC(=O)N2CC(=O)Nc3ccccc32)nc2ccccc21
(59) N/C(=N\OC(=O)CSc1ccccc1)c1ccccn1
(60) Cc1ccc(NC(=O)NCCc2ccc(S(N)(=O)=O)cc2)cc1
entry no.	51	52	53	54	55	56	57	58	59	60
MPTP block	-0.9	-0.1	-1.9	-1.7	0.0	-0.6	2.8	-0.1	-1.1	0.7
APJ ag	1	-2	3	11	2	-2	8	-2	-4	-3
TIM10 inh	-3	3	8	77*	6	5	-18	3	11	-4
APJ antagonist	8	-8	-9	-29	-9	12	-15	-9	8	20
tim10-1 inh	16	-11	21	63*	15	3	-1	12	25	-19
beta cell repl	-2	-4	-2	-2	-2	-1	-2	-1	1	-2
GRIN3A LBD mod	1	-2	-1	0	-1	0	0	1	-2	-3
NALP3 yeast inh	20	20	1	14	14	3	11	0	5	3
tim23-1 inh	20	-13	3	84*	10	2	-25	24	18	-18

(61) O=C(NNC(=O)C1CC1)c1cc(=O)[nH]c2ccccc12
(62) CC(=O)c1c(C)[nH]c(C(=O)Nc2cccc(S(=O)(=O)N(C)C)c2)c1C
(63) Cn1cc(CCC(=O)N2CCCC(C(=O)c3ccc(C(C)(C)C)cc3)C2)cn1 (centres undefined)
(64) Cc1ccc(S(=O)(=O)Nc2ccc(-c3nnc(SCc4ccccc4Cl)o3)cc2)cc1
(65) O=C(Nc1ccccc1-c1nnn(CC(=O)N2CCOCC2)n1)c1ccccc1F
entry no.	61	62	63	64	65
MPTP block	-1.1	2.3	10	9.8	1.7
APJ ag	-5	-2	-4	-2	-4
TIM10 inh	-8	10	16	15	7
APJ antagonist	21	6	2	15	8
tim10-1 inh	-11	7	25	20	2
beta cell repl	0	1	-5	-6	1
GRIN3A LBD mod	1	-2	-4	26*	-3
NALP3 yeast inh	5	-8	14	9	-14
tim23-1 inh	2	12	20	9	-2

Record cards, from the list above. Screens in order: MPTP block | APJ ag | TIM10 inh | APJ antagonist | tim10-1 inh | beta cell repl | GRIN3A LBD mod | NALP3 yeast inh | tim23-1 inh
O=C(NNC(=O)C1CC1)c1cc(=O)[nH]c2ccccc12 in the list: -1.1 | -5 | -8 | 21 | -11 | 0 | 1 | 5 | 2
CC(=O)c1c(C)[nH]c(C(=O)Nc2cccc(S(=O)(=O)N(C)C)c2)c1C in the list: 2.3 | -2 | 10 | 6 | 7 | 1 | -2 | -8 | 12
